From PubChem BioAssay
DDE Tn7 FP inh – DD(E)-Tn7 binding inhibition, primary FP screen. P02675. FP displacement of FITC-Tn7 peptide from fibrin DD(E); 0% = median of compound wells per plate. inhibition, % at 8.3 µM. 0.13% of 370,000 active;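 active means inhibition above the mean of compounds falling within the control limits plus 3 SD of them, cut at about 14% in these data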;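 further: 0% = plate median of compound wells and 100% = 10 µM Aha-Tn7 peptide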
Target sequence (P02675 whole entry, looked up): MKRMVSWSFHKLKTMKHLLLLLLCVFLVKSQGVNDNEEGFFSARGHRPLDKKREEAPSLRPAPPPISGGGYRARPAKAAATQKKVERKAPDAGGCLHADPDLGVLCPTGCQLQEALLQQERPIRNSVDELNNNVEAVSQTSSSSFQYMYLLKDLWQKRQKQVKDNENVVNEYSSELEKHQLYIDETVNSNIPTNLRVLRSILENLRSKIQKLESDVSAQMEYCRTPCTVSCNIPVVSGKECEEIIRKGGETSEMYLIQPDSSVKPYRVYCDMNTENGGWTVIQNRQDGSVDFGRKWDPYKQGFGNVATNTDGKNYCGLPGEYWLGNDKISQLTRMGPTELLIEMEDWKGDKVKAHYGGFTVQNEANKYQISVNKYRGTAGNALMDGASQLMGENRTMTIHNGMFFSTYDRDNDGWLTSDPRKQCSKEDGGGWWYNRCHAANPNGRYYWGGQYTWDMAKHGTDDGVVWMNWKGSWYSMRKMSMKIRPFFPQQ
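Assay system: Fibrin-DD(E) protein isolated from polymerized human fibrin clots; read-out basis: percent inhibition; medium: Tris/NaCl/CaCl2 buffer, pH 7.8; signal: FP measurement; incubation: 10 min plus 3 h, room temperature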
LEDGF integ inh – blocks HIV-1 LEDGF/p75-dependent DNA integration; inhibition, % at 3.7 µM; 0.64% of 370,000 active; TR-FRET IN-LEDGF/p75 DNA integration, Eu/Cy5;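 active means inhibition above the screen-wide mean plus 3 SD, cut at about 13% in these data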;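 further: signal is the Cy5 over europium emission ratio at 671 and 618 nm; 0% = plate median of compound wells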
TDP2 absorb – TDP2 (human) inhibition, absorbance primary screen. O95551. recombinant TDP2, T5PNP hydrolysis, p-nitrophenol absorbance 415 nm. inhibition, % at 12.8 µM. 0.34% of 370,000 active;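 active means inhibition above the mean of all tested compounds plus 3 SD, set per campaign, cut at about 25% in these data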;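 further: 0% = DMSO with enzyme and 100% = buffer with substrate but no TDP2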
Target sequence (O95551 whole entry, looked up): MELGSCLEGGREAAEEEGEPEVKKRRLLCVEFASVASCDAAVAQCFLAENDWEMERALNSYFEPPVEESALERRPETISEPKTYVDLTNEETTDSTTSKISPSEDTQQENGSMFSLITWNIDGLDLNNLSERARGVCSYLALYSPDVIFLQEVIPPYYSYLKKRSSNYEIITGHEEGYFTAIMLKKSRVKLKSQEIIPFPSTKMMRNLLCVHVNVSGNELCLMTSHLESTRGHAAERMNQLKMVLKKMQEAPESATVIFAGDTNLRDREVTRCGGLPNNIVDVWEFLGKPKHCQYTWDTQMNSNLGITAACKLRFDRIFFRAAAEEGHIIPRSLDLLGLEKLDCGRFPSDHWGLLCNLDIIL
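System: recombinant human TDP2 / Amount: 120 nM TDP2 per well / Also added: 5 mM T5PNP chromogenic substrate / Doses: 12.8 µM single point, 1% DMSO / Incubation: 2 h at 37 °C / Detection: p-Nitrophenol epi absorbance / Evaluation: % inhibition relative to enzyme-containing and enzyme-free wells / Repeats: singlicate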
PLCg1 inh – inhibitors of human phospholipase C gamma1; P19174; inhibition, % at 12.2 µM; purified PLC-gamma1, fluorogenic substrate, fluorescence; 0.84% of 370,000 active; in the data active means inhibition above about 9.5%
ASAP1 inh – ASAP1 ArfGAP inhibition | Q9ULH1 | ASAP1-stimulated ARF1 GTP hydrolysis, GDP FP detection | inhibition, % at 16.5 µM | 0.19% of 360,000 active; in the data active means inhibition above about 25%;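 further: 0% = vehicle with enzyme and substrate and 100% = no enzyme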
ADAM17 inh – ADAM17 inhibition, QFRET primary screen. P78536. recombinant ADAM17, EDANS/DABCYL FRET peptide cleavage. inhibition, % at 6.95 µM. 0.83% of 370,000 active. AID 720648;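 active means inhibition above the mean of compounds lying between control limits plus 3 SD, set per campaign, cut at about 8.5% in these data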;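 further: 0% = DMSO-only wells as the low control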
ADAM10 inh – inhibitors of human ADAM10. recombinant ADAM10, EDANS/DABCYL FRET peptide cleavage, 3 h. inhibition, % at 7 µM. 0.62% of 370,000 active. AID 720582;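 active means inhibition above a per-campaign cutoff equal to the mean of compounds falling between control-based bounds plus 3 SD, cut at about 20% in these data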;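 further: 0% = DMSO wells while the 100% control is not disclosed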
ARFGAP1 inh – inhibits rat ARF GTPase activating protein 1. Q62848. Arfgap1-stimulated ARF1 GTP hydrolysis, GDP FP detection. inhibition, % at 16.5 µM. 0.26% of 360,000 active. AID 651572;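 active means inhibition above a per-plate limit, mean inhibition of low control wells plus 3 SD, cut at about 25% in these data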;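 further: 0% = DMSO wells with enzyme and 100% = wells lacking Arfgap1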
Target sequence (Q62848 1-136 limits assumed): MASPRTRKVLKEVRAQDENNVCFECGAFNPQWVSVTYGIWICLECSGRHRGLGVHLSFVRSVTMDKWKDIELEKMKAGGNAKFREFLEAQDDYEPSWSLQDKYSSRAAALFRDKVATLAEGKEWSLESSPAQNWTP
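material = rat Arfgap1 catalytic domain, aa 1-136 | also added = human ARF1(Δ1-17)-GTP substrate | compound dosing = one concentration, 16.5 µM, DMSO 1.26% | times = GTP hydrolysis reaction 2 h at 25 °C | measured by = FP, GDP Alexa 633 tracer displaced from anti-GDP antibody, 620/688 nm | evaluation = percent inhibition of Arfgap1-stimulated GTP hydrolysis | replication = single well per compound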
proKLK7 act – activates the human kallikrein-7 zymogen; activation, % at 7 µM; purified proKLK7, EDANS-DABCYL substrate fluorescence; 100% is mature enzyme control, 0% vehicle; 0.9% of 370,000 active; P49862;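 active means activation above the mean of all tested compounds plus 3 SD, computed per campaign excluding outliers beyond control limits, cut at about 13% in these data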
DDE Tn6 FP inh – inhibitors of Tn6 peptide binding to human fibrin DD(E). 0.21% of 370,000 active. Fibrin DD(E) TRITC-Tn6 fluorescence polarization displacement. AID 720509. inhibition, % at 8.3 µM;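 active means inhibition above a per-campaign cutoff: mean of compounds within control limits plus 3 SD, cut at about 15% in these data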;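 further: 0% = median of all compound wells on the plate and 100% = blocking peptide control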
Starred values were filed as active, the others as inactive; / = not tested or not shown.

The line under a structure holds: DDE Tn7 FP inh	LEDGF integ inh	TDP2 absorb	PLCg1 inh	ASAP1 inh	ADAM17 inh	ADAM10 inh	ARFGAP1 inh	proKLK7 act	DDE Tn6 FP inh
CCOC(=O)[C@]12CCC=C1N(Cc1ccc3c(c1)OCO3)C(=O)[C@H](CC(=O)NCc1cccc3ccccc13)C2
  1	-1	3	-2	10	3	-1	9	0.5	-7
O=C(CSc1n[nH]c(-c2ccncc2)n1)Nc1ccccc1
  8	0	4	-3	1	-2	-9	-1	-0.4	0
CCN(CC)S(=O)(=O)c1ccc(NCc2ccccc2)nc1
  -1	0	4	1	-9	-5	1	8	0.3	-1
COC(=O)c1ccc(C(=O)OC)c(NC(=O)CSCc2ccccc2Br)c1
  -5	2	3	-3	-7	-4	-9	3	-1.1	-4
O=C(NCc1cccnc1)c1nc(-c2ccccc2)n(-c2ccccc2)n1
  3	-3	17	-3	1	-2	-6	2	-0.4	-8
CCOc1ccccc1NC(=O)Nc1cc(S(=O)(=O)N(C)C)ccc1C
  -4	2	5	0	1	0	10	9	0.8	-7
COc1ccc(-c2ccc([C@H]3[C@H]4C=CC[C@@H](C)[C@@H]4C(=O)N3Cc3ccccc3)c(F)c2)cc1
  6	-4	-11	2	1	0	6	0	-1.0	8
O=C(NCc1nnc2n1CCCCC2)c1ccc(Cl)cc1Cl
  0	-2	1	1	-10	-2	0	-12	-0.4	-4
CSCCC(NC(=O)c1cncc(Br)c1)C(=O)O (centres undefined)
  1	2	-5	2	-3	0	9	6	-0.1	4
CCn1cc(CN2CCC(n3nccc3NC(=O)C(OC)c3ccccc3)CC2)cn1 (centres undefined)
  -1	3	22	-2	-7	-3	0	4	-0.2	10
CCCCCCCCN1CCS(=O)(=O)N(Cc2ccc(OC)cc2)C(C(=O)OC)C1 (centres undefined)
  9	-1	-3	-2	/	5	9	/	0.2	-2
CCN1CCN(C(=O)C2CCC(=O)N(Cc3cccc(C(F)(F)F)c3)C2)CC1 (centres undefined)
  -3	2	6	-1	-4	-2	-2	-2	0.6	3
CC(=O)Nc1cccc(NC(=O)CCCC2CCCCC2)c1
  1	-1	-3	2	12	-1	6	10	-0.3	7
Nc1nc(Sc2ccc(C(F)(F)F)cn2)n[nH]1
  -7	-1	9	0	15	-5	-4	0	-0.7	5
COc1cccc(CCNC(=O)CC2C(=O)NCCN2CC(C)(C)C)c1 (centres undefined)
  6	1	6	-14	2	-10	-25	4	0.4	6
CC1(C(=O)NS(=O)(=O)C2CC2)CCN(C(=O)c2ccc(F)c(Cl)c2)C1 (centres undefined)
  -1	7	-1	5	-13	-1	-4	-7	0.4	2
CCCCC(NC(C)=O)c1nc2ccccc2[nH]1 (centres undefined)
  5	-5	-3	0	-6	1	-12	0	-0.1	-6
Cn1c(CNC(=O)CNC(=O)c2cccc(F)c2)cc(=O)n(C)c1=O
  3	6	-4	1	-8	1	-2	0	0.1	2
O=C(O)CN(c1ccccc1[N+](=O)[O-])S(=O)(=O)c1ccccc1
  2	0	10	2	-11	1	4	-10	-0.1	0
CC(C)c1ccc(NC2CCCN(C(=O)c3ccc(N4CCOCC4)cc3)C2)cc1 (centres undefined)
  8	1	6	0	-1	1	4	2	0.7	5

Only LEDGF integ inh and PLCg1 inh, for some of the entries so far:
| Structure | LEDGF integ inh | PLCg1 inh |
| --- | --- | --- |
| CC1(C(=O)NS(=O)(=O)C2CC2)CCN(C(=O)c2ccc(F)c(Cl)c2)C1 (centres undefined) | 7 | 5 |
| CCCCC(NC(C)=O)c1nc2ccccc2[nH]1 (centres undefined) | -5 | 0 |
| Cn1c(CNC(=O)CNC(=O)c2cccc(F)c2)cc(=O)n(C)c1=O | 6 | 1 |
| O=C(O)CN(c1ccccc1[N+](=O)[O-])S(=O)(=O)c1ccccc1 | 0 | 2 |

Next section.
The line under a structure holds: DDE Tn7 FP inh	LEDGF integ inh	TDP2 absorb	PLCg1 inh	ASAP1 inh	ADAM17 inh	ADAM10 inh	ARFGAP1 inh	proKLK7 act	DDE Tn6 FP inh
CCOC(=O)CCCC(=O)N1CCOCCOCCOCC1
  -2	7	1	3	3	1	1	-9	0.0	-4
FC(F)(F)c1cccc(N2CCN(C(=S)NC3CCCCC3)CC2)c1
  -1	0	2	2	13	2	7	6	0.6	-2
Cc1cc(OC(C)C(N)=O)nc(-c2ccccc2)n1 (centres undefined)
  -5	4	8	-1	-15	-1	-2	-4	-0.2	-8
O=S(=O)(NC1CC1)c1ccc(S(=O)(=O)N2CCc3ccccc32)cc1
  4	0	4	1	5	-1	10	-10	-0.4	5
O=C(Oc1ccc(C(=S)N2CCOCC2)cc1)c1ccccc1[N+](=O)[O-]
  -3	-2	-7	0	-1	-2	-1	-3	-0.1	3
CC(C)(C)C1(C)OC(C(N)=O)C(C(N)=O)O1 (centres undefined)
  8	1	4	3	6	-3	2	-4	0.5	7
COc1ccc(N=Cc2sc(O)c3ccccc23)cc1
  -4	1	2	-52	21	1	6	7	0.8	-4
CCN(Cc1ccncc1)C(=O)c1cc(COc2c(C)cccc2C)on1
  5	2	13	0	-18	-2	7	-8	-0.7	-3
Nc1ccc2nc(CN3CCOCC3)[nH]c2c1
  0	3	-4	-8	4	-4	-18	-6	0.0	4
O=C1CSc2ccc(C(=O)N3CCCC(C(=O)N4CCN(c5ccc(F)cc5)CC4)C3)cc2N1 (centres undefined)
  4	-2	-6	2	/	4	-12	/	-0.1	-3
Cc1ccc(NC(=O)NC2CC(=O)N(c3ccc4c(c3)OCCO4)C2)cc1 (centres undefined)
  -2	1	9	0	8	-2	-11	-1	0.6	-3
O=C(O)c1ccc(NC(CSCc2ccccc2F)C(=O)O)c([N+](=O)[O-])c1 (centres undefined)
  -2	-1	7	-1	7	-4	-13	-8	0.1	-2
NC(=O)c1ccccc1OCC(=O)N1CCCc2ccccc21
  -3	-2	0	0	-8	-1	3	-2	0.1	2
OCC[C@@H]1C[C@H](O)[C@@H](O)[C@@]2(CCCCO2)O1
  -6	-3	-5	3	6	1	0	4	-0.5	1
Nc1cc(C(=O)OCC(=O)N2CCOCC2)ccc1Cl
  3	-8	-19	-63	0	-54	-122	5	1.0	-8
COc1ccccc1C(O)c1ncc(-c2ccc(Cl)cc2)[nH]1 (centres undefined)
  7	-2	4	2	5	-6	-13	-2	0.1	3
COc1ccc(C(=O)N2CCCCC2c2cc(C(=O)Nc3cccc(C#N)c3)no2)cc1 (centres undefined)
  0	2	1	0	0	1	2	-1	0.7	8
N#Cc1cc([N+](=O)[O-])ccc1NC(=O)CSc1n[nH]c(=O)n1C1CC1
  -3	-5	-12	7	2	0	-6	13	-0.8	-9
Oc1ccc(/C=N/N2CCCCC2)cc1O
  -2	-1	-9	-5	-5	1	1	-6	0.2	-3
O=C(NC1CCCC1)C(C1CC1)n1c(-c2ccncc2)nc2ccccc21 (centres undefined)
  -3	2	5	-4	-3	-2	-7	-12	0.0	-7
Cc1ccc(-c2nnc(N3CCN(S(C)(=O)=O)CC3)c3ccccc23)cc1
  0	3	7	-3	-4	-4	-5	9	0.7	3
COCC(=O)Nc1ccc(Br)cc1C
  4	1	-6	2	-7	0	10	1	0.6	5
COc1ccccc1CN(Cc1nc2ccccc2c(=O)[nH]1)C(=O)Nc1ccccc1C
  0	-1	5	-1	-1	-5	5	4	0.8	-3
O=C(Nc1ccccc1)c1cc(C2CCCN(C(=O)CCc3ccccc3)C2)on1 (centres undefined)
  7	6	-13	6	8	6	8	10	0.3	1
CCOC(=O)c1[nH]c2ccccc2c1NC(=S)Nc1cccc(C)c1C
  5	1	-1	-21	-8	-5	-28	9	0.3	3
O=S(=O)(Nc1ccc2ccccc2c1)c1ccccc1
  -7	-3	8	-1	5	-1	1	2	-0.3	2
Cc1cc(Cl)ccc1-n1c(-c2cccnc2)n[nH]c1=S
  1	-5	11	0	-14	-4	-4	0	-0.1	-1
CCN(CC)CCn1c2ccc(Cl)cc2c2nc(C)sc21
  0	2	-11	-4	8	-2	4	5	0.0	1
COc1cc(C(=O)N/N=C/c2cn(Cc3ccccc3)c3ccccc23)ccc1O
  -2	3	-3	-52	6	2	-10	6	-0.6	5
COc1cccc(OCC(C)CN2CCC(C(O)(c3ccccc3)c3ccccc3)CC2)c1 (centres undefined)
  -1	-2	-9	6	/	5	3	/	0.6	5
Cc1cccc(C(O)c2ncc(-c3ccc(C(F)(F)F)cc3)[nH]2)c1C (centres undefined)
  1	-1	-10	7	-3	7	9	-1	0.0	-1
COc1ccc(C2C(C#N)=C(N)Oc3cc(C)n(Cc4ccco4)c(=O)c32)cc1 (centres undefined)
  -2	-1	3	-4	9	-8	-6	1	0.5	-7
CC(=O)c1ccc(O)c(CC=C(C)C)c1
  2	-2	-6	4	3	-2	-15	10	-0.8	11

Rewritten with the structure last: two of the compounds above
DDE Tn7 FP inh,LEDGF integ inh,TDP2 absorb,PLCg1 inh,ASAP1 inh,ADAM17 inh,ADAM10 inh,ARFGAP1 inh,proKLK7 act,DDE Tn6 FP inh,SMILES
0,-1,5,-1,-1,-5,5,4,0.8,-3,COc1ccccc1CN(Cc1nc2ccccc2c(=O)[nH]1)C(=O)Nc1ccccc1C
7,6,-13,6,8,6,8,10,0.3,1,O=C(Nc1ccccc1)c1cc(C2CCCN(C(=O)CCc3ccccc3)C2)on1 (centres undefined)

The order is random; overall some 4.2% were active at least once.
